GAA glycogen mod – GAA glycogen-cleavage inhibition or activation | P10253 | recombinant GAA, glycogen substrate, Amplex Red glucose oxidase fluorescence | Potency, µM (doses to about 76.4 µM), inactives show at the highest dose activity change, negative = inhibition, usual class: inhibitors | 300,000 tested, 0.38% active | AID 2100; active = well fitted inhibition curve with a large enough effect; inconclusive = small, poorly fitted or top-dose-only effect, or another doubt; inactive = no such curve, though single readings can be large or run the other way;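 also: 0% = full enzyme reaction and -100% = no-enzyme basal signal; the screen sought inhibitors and activators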
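qHTS, 1536-well; enzyme 4 nM final; cpd up to 77 uM; substrate bovine liver glycogen 30 ug; 50 mM citrate/phosphate pH 5.0, 0.01% Tween-20; 37 C, 40 min; Amplex Red detection 45 min RT; Hill fit → AC50.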
Numbers without * were called inactive; ? = inconclusive; [ ] = remark or other dose. Potency is read from the fitted curve at half-maximal effect. Some of the compounds tested (hit frequency here may not be typical).

SMILES	GAA glycogen mod
O=S(=O)(c1ccc(F)cc1)N1CCC(c2nc3ccccc3[nH]2)CC1	1%
O=C(Nc1ccc2c(c1)COC2=O)c1ccc(Cl)c(Cl)c1	-11%[76.3 µM]
O=C(O)c1cc(S(=O)(=O)N2CC3CC3C2C(=O)O)c(Cl)cc1Cl (centres undefined)	2%[76.3 µM]
CCOC(=O)c1c(NC(=O)CSc2ncn[nH]2)sc(C(=O)NC)c1C	0%[76.3 µM]
CC1CCC(NC(=O)C2CCN(c3nc4ccccc4s3)CC2)CC1 (centres undefined)	0%
Cc1cc(C)c(S(=O)(=O)c2ccc(F)cc2C)c(=O)[nH]1	1%
CSc1ccc(C(=O)C2CCCN(C(=O)c3cc(C)n(C)n3)C2)cc1 (centres undefined)	3%[76.3 µM]
CN(Cc1ccccc1)S(=O)(=O)c1nnc(NC(=O)c2ccc(F)cc2)s1	8%[76.3 µM]
CCC1CCCCN1CCCNC(=O)c1ccc2c(c1)NC(=O)CS2 (centres undefined)	1%[76.3 µM]
COc1cc(/C=N/NC(=O)c2ccc3c(c2)OCO3)ccc1O	?
CCOc1ccc(N2CC(C(=O)Nc3nnc(Cc4ccc(OC)cc4)s3)CC2=O)cc1 (centres undefined)	-4%
Cc1ccc(S(=O)(=O)Nc2nnc(C3CCCCC3)s2)cc1	3%
CC(C)(C)C(=O)NC1(C(F)(F)F)NC(=O)N(CCc2ccccc2)C1=O (centres undefined)	3%
COc1ccc(OC)c(C2C(C(=O)c3ccc(C)o3)=C(O)C(=O)N2CCN2CCOCC2)c1 (centres undefined)	3%[76.3 µM]
COc1cccc(OCc2cc(C(=O)N3CCN(C4CCCC4)CC3)no2)c1	0%[76.3 µM]
Cc1cc(C)c(C(=O)N2CCCC(CNS(=O)(=O)N(C)C)C2)o1 (centres undefined)	-3%[76.3 µM]
C/C(=N/NC(=O)c1ccco1)c1ccc(Br)s1	2%[76.3 µM]
CCCc1nnc(SCC(=O)Nc2cccc(Cl)c2Cl)o1	7%
COc1cc(=O)[nH]c(SCC(=O)Nc2ccc3ccccc3c2)n1	5%[76.3 µM]
COc1ccc(OC)c(C(C(=O)NC2CCCCC2)N(C(=O)c2snc(C(N)=O)c2N)c2ccccc2OC)c1 (centres undefined)	0%
O=C(c1ccc(Cl)c(S(=O)(=O)N2CCCCC2)c1)N1CCN(Cc2ccccc2)CC1	6%[76.3 µM]
COCCSc1nnc(NC(=O)C2CC(=O)N(C3CCCC3)C2)s1 (centres undefined)	-5%
O=c1oc(Cc2ccccc2)nc2ccccc12	-12%
Cc1cccc(OCC(=O)NCC(=O)N=Nc2c(O)[nH]c3ccc([N+](=O)[O-])cc23)c1	-3%
COc1ccccc1N(CC(=O)NCCc1ccccc1)C(=O)CCC(=O)Nc1nccs1	-2%
Cc1ccc(NC(=S)NC(=O)C2CCC2)cc1C	-4%[76.3 µM]
C=CCSc1nc(N)c2c3c(sc2n1)CN(C)CC3	-11%
O=C(NCC(=O)N1CCN(c2ccccc2)CC1)c1ccc(Cl)cc1	-2%
COc1cc(/C=C2/SC(=S)N(Cc3ccccc3)C2=O)cc(OC)c1O	7%
COc1cc(CCC(=O)OCC(=O)N(CCC#N)c2ccccc2)cc(OC)c1OC	-7%[76.3 µM]
C=CCN(C(=O)Cn1nc(C)n2c(cc3cc(C)ccc32)c1=O)c1ccccc1	2%[76.3 µM]
COc1ccc(N(CC(=O)Nc2ccccc2C(=O)N2CCCC2)S(C)(=O)=O)cc1	0%
Cc1ccc(-c2c(C(=O)N/N=C/c3ccoc3)nnn2-c2nonc2N)cc1	-1%[76.3 µM]
Cc1cc(C(F)(F)F)nc(SCC(=O)Nc2c(C)n(C)n(-c3ccccc3)c2=O)n1	-2%[76.3 µM]
Cc1ncoc1C(=O)N1CCCC(C(=O)Nc2cccc(-c3ccc(F)cc3)c2)C1 (centres undefined)	-3%[76.3 µM]
Cc1nc2scc(C)n2c(=O)c1S(=O)(=O)Nc1ccc(OC(F)(F)F)cc1	-5%[76.3 µM]
COc1ccc(N(CC(=O)NCCSc2ccccc2)S(=O)(=O)c2ccccc2)cc1	-11%[76.3 µM]
COc1ccccc1NC(=O)CCC(=O)OC(C)C(=O)c1ccccc1 (centres undefined)	-4%
CC1CCCCN1CCCNC(=O)CCCN1C(=O)c2cccnc2Sc2ccccc21 (centres undefined)	-24%[76.3 µM]
CC(C)c1ccc(NC2CCCN(C(=O)CCCn3cncn3)C2)cc1 (centres undefined)	-9%[76.3 µM]

15 entries already listed, arranged by length of the SMILES, largest number first.
SMILES	GAA glycogen mod
COc1ccc(OC)c(C(C(=O)NC2CCCCC2)N(C(=O)c2snc(C(N)=O)c2N)c2ccccc2OC)c1 (centres undefined)	0%
Cc1cccc(OCC(=O)NCC(=O)N=Nc2c(O)[nH]c3ccc([N+](=O)[O-])cc23)c1	-3%
Cc1cc(C(F)(F)F)nc(SCC(=O)Nc2c(C)n(C)n(-c3ccccc3)c2=O)n1	-2%[76.3 µM]
COc1ccc(N(CC(=O)Nc2ccccc2C(=O)N2CCCC2)S(C)(=O)=O)cc1	0%
Cc1ncoc1C(=O)N1CCCC(C(=O)Nc2cccc(-c3ccc(F)cc3)c2)C1 (centres undefined)	-3%[76.3 µM]
Cc1nc2scc(C)n2c(=O)c1S(=O)(=O)Nc1ccc(OC(F)(F)F)cc1	-5%[76.3 µM]
Cc1ccc(-c2c(C(=O)N/N=C/c3ccoc3)nnn2-c2nonc2N)cc1	-1%[76.3 µM]
CC1CCCCN1CCCNC(=O)CCCN1C(=O)c2cccnc2Sc2ccccc21 (centres undefined)	-24%[76.3 µM]
COc1cc(/C=C2/SC(=S)N(Cc3ccccc3)C2=O)cc(OC)c1O	7%
O=C(NCC(=O)N1CCN(c2ccccc2)CC1)c1ccc(Cl)cc1	-2%
COc1ccccc1NC(=O)CCC(=O)OC(C)C(=O)c1ccccc1 (centres undefined)	-4%
COCCSc1nnc(NC(=O)C2CC(=O)N(C3CCCC3)C2)s1 (centres undefined)	-5%
C=CCSc1nc(N)c2c3c(sc2n1)CN(C)CC3	-11%
Cc1ccc(NC(=S)NC(=O)C2CCC2)cc1C	-4%[76.3 µM]
O=c1oc(Cc2ccccc2)nc2ccccc12	-12%

2 compounds picked at random from the list so far, as already listed:
SMILES	GAA glycogen mod
CC1CCCCN1CCCNC(=O)CCCN1C(=O)c2cccnc2Sc2ccccc21 (centres undefined)	-24%[76.3 µM]
COc1ccc(N(CC(=O)Nc2ccccc2C(=O)N2CCCC2)S(C)(=O)=O)cc1	0%

The list continues.
SMILES	GAA glycogen mod
Cc1ccc(NC(=O)CSc2nccn2Cc2ccco2)cc1	-12%[76.3 µM]
O=C(Cc1c(F)cccc1Cl)N/N=C/c1cccnc1	0%[76.3 µM]
O=C(O)c1ccccc1C(=O)NNC(=O)C(c1ccccc1)c1ccccc1	-13%[76.3 µM]
CCCCN(C)Cc1c(C)[nH]c2c(ccc3ccccc32)c1=O	-18%
Cc1c(CC(=O)NCCCC(=O)O)c(=O)oc2cc3occ(-c4ccccc4)c3cc12	-8%
CC(C)NC(=O)N1CCC(c2nc3ccccc3s2)CC1	7%
CCc1ccc(-c2cc(C)no2)cc1S(=O)(=O)N1CCOc2ccc(C)cc21	-22%[76.3 µM]
CS(=O)(=O)Oc1ccc2c(c1)O/C(=C\c1cccc([N+](=O)[O-])c1)C2=O	5%
Cc1ccc(-n2c(SCC(=O)O)nc3sc4c(c3c2=O)C(C)CCC4)cc1 (centres undefined)	-3%
CCOc1ccc(CCNC(=O)Nc2ccccc2)cc1OCC	6%
N#Cc1nc(-c2ccccc2Cl)oc1N1CCN(C(=O)c2ccco2)CC1	5%[76.3 µM]
O=C(c1cc(COc2cccc3cnccc23)on1)N1CCC(c2ccccc2Cl)C1 (centres undefined)	-13%[76.3 µM]
CC(C)(C)OC(=O)N[C@@H](Cc1ccccc1)C(=O)N1CCC(C(=O)N[C@@H](CCC(N)=O)C(=O)O)CC1	5%
O=S(=O)(c1ccc(Cl)cc1)N1CCN(Cc2ccncc2)CC1	4%[76.3 µM]
COc1ccc(OCc2cc(C(=O)N3CCN(C4CCCC4)CC3)no2)c(Cl)c1	-3%[76.3 µM]
COc1ccc(Nc2nc(N)c([N+](=O)[O-])c(N3CCCC3)n2)cc1	2%
COc1ccc(S(=O)(=O)N2CCC(C(=O)NCCC(=O)NCc3ccncc3)CC2)cc1	-14%[76.3 µM]
CC(=O)C1=C(C)Nc2ncnn2C1c1ccccc1 (centres undefined)	-10%
Cc1ccc2c(CN3CC(C)CC(C)C3)cc(=O)oc2c1 (centres undefined)	2%
CC1CCCC(C)N1/N=C/c1ccc(O)c(O)c1 (centres undefined)	?
O=C(CCC(=O)N(CC(=O)NC1CCCC1)Cc1ccccc1Cl)Nc1nccs1	16%
O=C(Nc1sc2c(c1C(=O)O)CCC2)C(=O)N1CCOCC1	-8%[76.3 µM]
O=C(Nc1c[nH]c(=O)[nH]c1=O)c1cccc(F)c1	8%
OC(COC(c1ccc(F)cc1)c1ccc(F)cc1)CN1CCCC(C(F)(F)F)C1 (centres undefined)	-9%
CN(C(=O)c1ccc([N+](=O)[O-])cc1)c1ccccc1C(=O)NCc1ccccc1	-4%[76.3 µM]
Cc1ccc(NC(=O)c2ccc(NC(=O)c3ccccc3)cc2)cc1C	-1%[76.3 µM]
COc1ccc(S(=O)(=O)Cc2ccc(C(=O)O)o2)cc1	5%
O=C1N=C(N2C=CC(=C3C=CNC=C3)C=C2)/C(=C/N=NC(=O)c2ccccc2)S1	-8%
CC(=O)N1c2ccc(S(=O)(=O)N3CCCCC3)cc2CC1C(=O)Nc1ccc(C)cc1 (centres undefined)	-4%[76.3 µM]
COc1ccccc1C(=O)Nc1ccc2c(c1)nc(CCNC(=O)c1ccco1)n2C	5%
NC(=O)c1ccc[n+](CC(=O)c2ccc(Cl)c(Cl)c2)c1	0%
CCCCn1c(C)cc2c(c1=O)C1O[C@](c3ccsc3)(Cc3cc(OC)c(OC)cc31)O2	-19%[15.3 µM]
CCC(C)[C@H](NC(=O)[C@@H]1Cc2ccccc2CN1)C(=O)NCc1ccc(OC)cc1 (some centres undefined)	-11%[76.3 µM]
Cc1ccc(C)c(NC(=O)NNC(=O)c2ccc3ccccc3c2O)c1	?
Cc1cc(C)cc(NC(=S)N2CCN(S(=O)(=O)c3ccccc3)CC2)c1	-26%[76.3 µM]
Cc1ccc2sc(NC(=O)c3cccc(N4C(=O)CCC4=O)c3)nc2c1C	-2%[76.3 µM]
CC(C)[C@H](NC(=O)c1c(F)cccc1F)C(=O)OCC(=O)NC(=O)NC1CCCC1	8%[76.3 µM]
COc1ccc(-c2noc(CCC(=O)NCCc3ccccc3)n2)cc1OC	7%
O=C(CNS(=O)(=O)c1ccc(Br)cc1)N1CCN(Cc2ccccc2)CC1	-7%[76.3 µM]
CC(C)CC(OC(=O)c1nsc(Cl)c1Cl)C(=O)NCC1CCCO1 (centres undefined)	5%[76.3 µM]
NC1=C(c2ccccc2)C(=O)NC1=O	2%
C[n+]1cccc(C(=O)Nc2ccccc2)c1	6%
COC(=O)c1sccc1NC(=O)Nc1cc(C)cc(C)c1	-9%[76.3 µM]
O=C(NC1CCCCC1)C1CCC(=O)N(Cc2cccc(C(F)(F)F)c2)C1 (centres undefined)	11%[76.3 µM]
C/C(=N\NC(=O)Cc1ccc(O)cc1)c1cccnc1	0%[76.3 µM]
CCCCN(CCCNC(=O)Cn1nc(CC)n2c(cc3sc(C)cc32)c1=O)Cc1ccccc1	-17%[76.3 µM]
CCc1sc(C(=O)N2CCCN(C)CC2)cc1Br	-13%[76.3 µM]
CC(=O)N(C)c1ccc(N=C2C(=O)Nc3ccccc32)cc1	2%
COc1cc(SC)ccc1C(=O)OCC(=O)NCCNC(=O)COC(=O)c1ccc(SC)cc1OC	-6%[76.3 µM]
O=C(c1ccco1)N1CCCC(c2nc3c(nnn3Cc3c(Cl)cccc3Cl)c(=O)[nH]2)C1 (centres undefined)	-3%[76.3 µM]

Additional records.
SMILES	GAA glycogen mod
Cc1ccc(CNC(=O)C2CCCN(C(=O)Nc3ccc(F)cc3)C2)cc1 (centres undefined)	-16%[76.3 µM]
COc1ccc(NS(=O)(=O)c2ccc3oc(SCC(N)=O)nc3c2)cc1	4%[76.3 µM]
Cc1ccc(C(OCC(O)CN2CCCCC2)c2ccccc2)cc1 (centres undefined)	9%
Cc1c(OC(C)C(=O)NCCCN2CCOCC2)ccc2c1oc(=O)c1ccccc12 (centres undefined)	-7%[76.3 µM]
O=C(Nc1ccc(N2CCN(C(=O)c3ccccc3)CC2)cc1)c1cccs1	3%[76.3 µM]
COc1cc(OC)c(S(=O)(=O)N2CCOCC2)cc1S(=O)(=O)N1CCOCC1	1%[76.3 µM]
CC(=O)Nc1ccc(SC(C)C(=O)NC2CCCC2)cc1 (centres undefined)	4%[76.3 µM]
CCOc1ccc(-c2cccc(NC(=O)COc3ccc(Cl)cc3)c2)nn1	1%[76.3 µM]
O=C(Nc1ccc(O)cc1)c1ccc(NC(=O)C2CCCO2)cc1 (centres undefined)	-16%[76.3 µM]
CCN(C(=O)CSc1nc(N)cc(N)n1)C1CCS(=O)(=O)C1 (centres undefined)	0%[76.3 µM]
C/C(=N\NS(=O)(=O)c1c(C)cc(C)cc1C)c1ccncc1	-6%[76.3 µM]
O=C(c1nn2c(C(F)(F)F)cc(-c3ccccc3)nc2c1Cl)N1CCN2CCCC2C1 (centres undefined)	-6%[76.3 µM]
COc1ccc(N2CCN(C3CCCN(C(=O)c4ccoc4)C3)CC2)cc1 (centres undefined)	-7%[76.3 µM]
COc1ccc(CNC(=O)COc2ccc(Br)c(C)c2)cc1	-2%
CCCCCN1CC(=O)N2[C@@H](Cc3c([nH]c4ccccc34)C2(C)C)C1=O	0%
COc1ccccc1N1CCN(C2CCCN(C(=O)c3oc(C)cc3C)C2)CC1 (centres undefined)	1%[76.3 µM]
